Screens from PubChem.
MRP resist rev: MRP-mediated drug resistance reversal | H69AR cells + 2 uM doxorubicin, CellTiter-Glo, 72 h | differential viability (reversal), % at 10 µM | hit rate 0.04% among 85,000;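 active = viability drop by adding the cancer drug above about 55%, with treated viability meeting a 40% cutoff, limit read from the data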;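 note: viability without doxorubicin minus viability with 2 µM doxorubicin for each compound; larger differential means the compound sensitizes cells more to doxorubicin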
IL1B NFkB pot: enhances IL-1B driven NFkB nuclear translocation. HUVEC IL-1B NFkB p65 nuclear translocation imaging. activation, % at 2 µM. hit rate 0.3% among 94,000;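 active = activation above 40%, about the mean plus 3 SD, also judged a hit on visual image review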;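 note: percent activation is computed from the nuclear over cytoplasmic p65 intensity ratio; values of inactives mirror those of a sister screen read the other way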
IL1B NFkB inh: blocks IL-1B driven NFkB nuclear translocation in HUVEC cells; inhibition, % at 2 µM; AID 796; hit rate 0.43% among 94,000; HUVEC IL-1B NFkB p65 nuclear translocation imaging;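 active = inhibition above about 30% together with a positive call from visual inspection of the well image, limit read from the data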;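 note: nuclear over cytoplasmic p65 intensity ratio measured by imaging; 0% = IL-1B stimulated DMSO wells and 100% = unstimulated DMSO wells; values of inactives mirror those of a sister screen read the other way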
Bcl-B displacement: displacers of TR3 peptide from Bcl-B, primary screen, selectivity assay for Bfl-1 inhibitor project, biochemical, fluorescence polarization; displacement, % at 20 µM, or IC50 in µM where a hit was titrated; hit rate 0.11% among 96,000; FP displacement of FITC-TR3 peptide from Bcl-B; higher % means a stronger effect;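 active = displacement above 50% at 20 µM plus a fluorescence interference ratio under 1.5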;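 note: plate controls were wells without compound for no effect and wells lacking Bcl-B protein for full effect; a part of the inactive calls stands beside numbers as strong as those of hits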
PLAP inhibitors HTS: inhibition of human placental alkaline phosphatase – biochemical, luminescence, HTS (AID 690) | inhibition, % at 20 µM, or IC50 in µM where a hit was titrated | purified PLAP, luminescent substrate; higher % means a stronger effect | hit rate 0.08% among 96,000; in the data active = a potency from the dose series; inactive = the rest, 99 in 100 with inhibition below about 30%; note: strong numbers were not always called active
MRP resist rev cytotoxicity: second read-out of MRP resist rev, no call of its own (marks repeat the call); viability, %; H69AR cells, CellTiter-Glo, 72 h; measured here: cytotoxicity without doxorubicin
MRP resist rev with doxorubicin: also measured in MRP resist rev; calls as there; viability, %; measured here: viability with 2 uM doxorubicin; active compounds read low
IL1B NFkB inh cell count 2 µM: second read-out of IL1B NFkB inh, no call of its own (marks repeat the call); cell count; measured here: cells passing quality filter;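 raw number of nuclei counted in each imaged well without normalization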
IL1B NFkB pot cell count 2 µM: second read-out of IL1B NFkB pot, no call of its own (marks repeat the call); cell count; measured here: cells passing quality filter
Numbers without * were called inactive. A portion of the library (hit frequency here may not be typical).

Cc1occc1C(=O)N1CCN(C(c2ccccc2)c2ccccc2)CC1 was read as MRP resist rev -12, IL1B NFkB pot 15, IL1B NFkB inh -15, Bcl-B displacement 2%, PLAP inhibitors HTS -44%, MRP resist rev cytotoxicity 87, MRP resist rev with doxorubicin 98, IL1B NFkB inh cell count 2 µM 131 and IL1B NFkB pot cell count 2 µM 131.
Screening Cc1c(C(=O)N2CCN(c3ccc(C(F)(F)F)cn3)CC2)oc2ccccc12 returned MRP resist rev 10, IL1B NFkB pot -8, IL1B NFkB inh 8, Bcl-B displacement -11%, PLAP inhibitors HTS -68%, MRP resist rev cytotoxicity 90, MRP resist rev with doxorubicin 80, IL1B NFkB inh cell count 2 µM 184 and IL1B NFkB pot cell count 2 µM 184.
`O=C(NCc1ccccc1)c1ccc2c(c1)OCCO2` gave MRP resist rev 9, Bcl-B displacement 13%, PLAP inhibitors HTS 2%, MRP resist rev cytotoxicity 92 and MRP resist rev with doxorubicin 83.
`COCCCNC(=O)c1ccc(NS(C)(=O)=O)cc1` gave MRP resist rev -16, IL1B NFkB pot 7, IL1B NFkB inh -7, Bcl-B displacement -7%, PLAP inhibitors HTS 4%, MRP resist rev cytotoxicity 84, MRP resist rev with doxorubicin 99, IL1B NFkB inh cell count 2 µM 138 and IL1B NFkB pot cell count 2 µM 138.
O=C(Nc1ccccc1C(=O)NC(Cc1ccccc1)C(=O)NC1CCCCCC1)c1ccccc1 (stereo unspecified) was read as IL1B NFkB pot -5, IL1B NFkB inh 5, Bcl-B displacement -12%, PLAP inhibitors HTS 2%, IL1B NFkB inh cell count 2 µM 91 and IL1B NFkB pot cell count 2 µM 91.
For CCOC(=O)C1=C(C)OC(N)=C(C(=O)OCC)C1c1cccnc1 (stereo unspecified) the results were MRP resist rev -10, IL1B NFkB pot -3, IL1B NFkB inh 3, Bcl-B displacement -5%, PLAP inhibitors HTS -40%, MRP resist rev cytotoxicity 94, MRP resist rev with doxorubicin 104, IL1B NFkB inh cell count 2 µM 193 and IL1B NFkB pot cell count 2 µM 193.
`O=S(=O)(NCc1ccc(F)cc1)c1cccc(S(=O)(=O)N2CCOCC2)c1` gave MRP resist rev 0, IL1B NFkB pot 4, IL1B NFkB inh -4, Bcl-B displacement 1%, PLAP inhibitors HTS 14%, MRP resist rev cytotoxicity 104, MRP resist rev with doxorubicin 105, IL1B NFkB inh cell count 2 µM 200 and IL1B NFkB pot cell count 2 µM 200.
Screening O=C(NCCCc1ccccc1)c1ccccc1 returned MRP resist rev 20, IL1B NFkB pot 7, IL1B NFkB inh -7, Bcl-B displacement 0%, PLAP inhibitors HTS 17%, MRP resist rev cytotoxicity 89, MRP resist rev with doxorubicin 69, IL1B NFkB inh cell count 2 µM 178 and IL1B NFkB pot cell count 2 µM 178.
Screening CCOC(=O)C1=C(C)NC(C)=C(C(=O)OCC)C1c1sccc1C returned IL1B NFkB pot 8, IL1B NFkB inh -8, Bcl-B displacement -2%, PLAP inhibitors HTS -10%, IL1B NFkB inh cell count 2 µM 142 and IL1B NFkB pot cell count 2 µM 142.
`O=C(c1ccc(F)cc1)N1CCN(c2cc(N3CCCCC3)c(F)cc2[N+](=O)[O-])CC1` gave IL1B NFkB pot -11, IL1B NFkB inh 11, Bcl-B displacement 4%, PLAP inhibitors HTS 0%, IL1B NFkB inh cell count 2 µM 130 and IL1B NFkB pot cell count 2 µM 130.
Screening CCCOc1cc(CN2CCCCC2)cc(C(C)=O)c1 returned MRP resist rev 9, IL1B NFkB pot -12, IL1B NFkB inh 12, Bcl-B displacement -4%, PLAP inhibitors HTS -12%, MRP resist rev cytotoxicity 97, MRP resist rev with doxorubicin 87, IL1B NFkB inh cell count 2 µM 70 and IL1B NFkB pot cell count 2 µM 70.
For COc1ccc(-c2csc(N(CC3CCCO3)C(=O)c3ccco3)n2)cc1 (stereo unspecified) the results were MRP resist rev -18, IL1B NFkB pot 8, IL1B NFkB inh -8, Bcl-B displacement 0%, PLAP inhibitors HTS 2%, MRP resist rev cytotoxicity 71, MRP resist rev with doxorubicin 89, IL1B NFkB inh cell count 2 µM 157 and IL1B NFkB pot cell count 2 µM 157.
Screening COc1cc(OC)c(OC)cc1/C=N/N(C)c1ccccc1 returned MRP resist rev -10, IL1B NFkB pot 3, IL1B NFkB inh -3, Bcl-B displacement 18%, PLAP inhibitors HTS -17%, MRP resist rev cytotoxicity 82, MRP resist rev with doxorubicin 92, IL1B NFkB inh cell count 2 µM 187 and IL1B NFkB pot cell count 2 µM 187.
`C=CCn1c(SCc2nc(N)nc(N3CCCCC3)n2)nnc1-c1ccco1` gave MRP resist rev 1, IL1B NFkB pot 1, IL1B NFkB inh -1, Bcl-B displacement -16%, PLAP inhibitors HTS 3%, MRP resist rev cytotoxicity 78, MRP resist rev with doxorubicin 77, IL1B NFkB inh cell count 2 µM 92 and IL1B NFkB pot cell count 2 µM 92.
`CC(Sc1nnnn1C)C(=O)Nc1ccc(N2CCOCC2)cc1` (stereo unspecified) gave MRP resist rev 12, Bcl-B displacement 0%, PLAP inhibitors HTS 5%, MRP resist rev cytotoxicity 100 and MRP resist rev with doxorubicin 88.
For O=C1c2ccccc2C(Nc2ccc3c(c2)OCCO3)N1Cc1ccco1 (stereo unspecified) the results were MRP resist rev 10, IL1B NFkB pot -7, IL1B NFkB inh 6, Bcl-B displacement 1%, PLAP inhibitors HTS -11%, MRP resist rev cytotoxicity 85, MRP resist rev with doxorubicin 75, IL1B NFkB inh cell count 2 µM 48 and IL1B NFkB pot cell count 2 µM 48.
`CC(=O)c1c(C)[nH]c(C(=O)NC2CCCCC2)c1C` gave IL1B NFkB pot 2, IL1B NFkB inh -2, Bcl-B displacement 4%, PLAP inhibitors HTS 1%, IL1B NFkB inh cell count 2 µM 118 and IL1B NFkB pot cell count 2 µM 118.
`O=C(O)CC1(c2ccccc2)C(=O)c2ccccc2C1=O` gave MRP resist rev -1, Bcl-B displacement 5%, PLAP inhibitors HTS -7%, MRP resist rev cytotoxicity 100 and MRP resist rev with doxorubicin 101.
Cc1ccccc1NC(=O)NCCN1C(=O)C2C3C=CC(C3)C2C1=O (stereo unspecified) was read as IL1B NFkB pot 15, IL1B NFkB inh -15, Bcl-B displacement -2%, PLAP inhibitors HTS 0%, IL1B NFkB inh cell count 2 µM 60 and IL1B NFkB pot cell count 2 µM 60.
`COc1cccc(NC(=O)COC(=O)c2nc3nccc(C)n3n2)c1` gave MRP resist rev -9, IL1B NFkB pot 2, IL1B NFkB inh -2, Bcl-B displacement 4%, PLAP inhibitors HTS -4%, MRP resist rev cytotoxicity 88, MRP resist rev with doxorubicin 96, IL1B NFkB inh cell count 2 µM 159 and IL1B NFkB pot cell count 2 µM 159.
Screening Cc1cc(NC(=O)Cn2c(=O)c3c(ncn3CC(C)C)n(Cc3ccccc3)c2=O)no1 returned MRP resist rev -5, Bcl-B displacement -6%, PLAP inhibitors HTS -75%, MRP resist rev cytotoxicity 47 and MRP resist rev with doxorubicin 52.
`Cc1cc(N2CCC(C(=O)N3CCN(c4cccc(C)c4C)CC3)CC2)n2ncnc2n1` gave MRP resist rev 17, Bcl-B displacement 1%, PLAP inhibitors HTS -71%, MRP resist rev cytotoxicity 68 and MRP resist rev with doxorubicin 51.
`Cc1cc(NC(=O)C2C3C(=O)N(Cc4ccc(Cl)cc4)C(C(=O)NCc4ccccc4)C34C=CC2(C)O4)no1` (stereo unspecified) gave MRP resist rev 4, IL1B NFkB pot 5, IL1B NFkB inh -5, Bcl-B displacement -3%, PLAP inhibitors HTS -81%, MRP resist rev cytotoxicity 98, MRP resist rev with doxorubicin 94, IL1B NFkB inh cell count 2 µM 64 and IL1B NFkB pot cell count 2 µM 64.
`Cc1ccn2cc(CNS(=O)(=O)c3ccc4c(c3)OCCO4)nc2c1` gave MRP resist rev -8, IL1B NFkB pot 20, IL1B NFkB inh -20, Bcl-B displacement 4%, PLAP inhibitors HTS -20%, MRP resist rev cytotoxicity 93, MRP resist rev with doxorubicin 102, IL1B NFkB inh cell count 2 µM 77 and IL1B NFkB pot cell count 2 µM 77.
For COc1ccc(C(=O)N(Cc2ccco2)Cc2cc3cc(C)ccc3[nH]c2=O)cc1OC the results were MRP resist rev -15, IL1B NFkB pot 5, IL1B NFkB inh -5, MRP resist rev cytotoxicity 41, MRP resist rev with doxorubicin 56, IL1B NFkB inh cell count 2 µM 138 and IL1B NFkB pot cell count 2 µM 138.
Screening Cc1ccc(/C=N/NC(=O)Cn2cnc3ccccc32)o1 returned IL1B NFkB pot 5, IL1B NFkB inh -5, Bcl-B displacement 3%, PLAP inhibitors HTS 9%, IL1B NFkB inh cell count 2 µM 166 and IL1B NFkB pot cell count 2 µM 166.
Screening O=C(Oc1cncc(Cl)c1)c1ccco1 returned MRP resist rev 5, IL1B NFkB pot 3, IL1B NFkB inh -3, MRP resist rev cytotoxicity 87, MRP resist rev with doxorubicin 82, IL1B NFkB inh cell count 2 µM 163 and IL1B NFkB pot cell count 2 µM 163.
Screening CCC(C)Sc1nnc(Cc2cc(=O)[nH]c(=O)[nH]2)n1-c1ccc(OC)cc1 (stereo unspecified) returned MRP resist rev 2, IL1B NFkB pot 3, IL1B NFkB inh -3, Bcl-B displacement -13%, PLAP inhibitors HTS -64%, MRP resist rev cytotoxicity 96, MRP resist rev with doxorubicin 94, IL1B NFkB inh cell count 2 µM 155 and IL1B NFkB pot cell count 2 µM 155.
O=C(CSc1nnnn1Cc1ccccc1)NCCc1ccccc1 was read as MRP resist rev -24, Bcl-B displacement -9%, PLAP inhibitors HTS 6%, MRP resist rev cytotoxicity 70 and MRP resist rev with doxorubicin 94.
`CC/C(CC(C)(C)c1ccccc1)=N\O` gave MRP resist rev -8, IL1B NFkB pot -8, IL1B NFkB inh 8, Bcl-B displacement -6%, PLAP inhibitors HTS 12%, MRP resist rev cytotoxicity 93, MRP resist rev with doxorubicin 101, IL1B NFkB inh cell count 2 µM 119 and IL1B NFkB pot cell count 2 µM 119.

In the list so far, two contain a Cl atom.
`Cc1cc(NC(=O)C2C3C(=O)N(Cc4ccc(Cl)cc4)C(C(=O)NCc4ccccc4)C34C=CC2(C)O4)no1` (stereo unspecified) gave MRP resist rev 4, IL1B NFkB pot 5, IL1B NFkB inh -5, Bcl-B displacement -3%, PLAP inhibitors HTS -81%, MRP resist rev cytotoxicity 98, MRP resist rev with doxorubicin 94, IL1B NFkB inh cell count 2 µM 64 and IL1B NFkB pot cell count 2 µM 64.
Screening O=C(Oc1cncc(Cl)c1)c1ccco1 returned MRP resist rev 5, IL1B NFkB pot 3, IL1B NFkB inh -3, MRP resist rev cytotoxicity 87, MRP resist rev with doxorubicin 82, IL1B NFkB inh cell count 2 µM 163 and IL1B NFkB pot cell count 2 µM 163.

Next part:
For CC(=O)c1n[nH]nc1Nc1nc(C)cc(C)n1 the results were IL1B NFkB pot -13, IL1B NFkB inh 13, IL1B NFkB inh cell count 2 µM 109 and IL1B NFkB pot cell count 2 µM 109.
`Nc1nc(-c2ccc3ccccc3c2)c(C2(O)C(=O)Nc3c(Br)cc(F)cc32)s1` (stereo unspecified) gave IL1B NFkB pot -2, IL1B NFkB inh 2, Bcl-B displacement -2%, PLAP inhibitors HTS 12%, IL1B NFkB inh cell count 2 µM 213 and IL1B NFkB pot cell count 2 µM 213.
For COc1ccc(OCCSc2ncccn2)cc1 the results were MRP resist rev -6, IL1B NFkB pot 3, IL1B NFkB inh -3, Bcl-B displacement -8%, PLAP inhibitors HTS 23%, MRP resist rev cytotoxicity 97, MRP resist rev with doxorubicin 103, IL1B NFkB inh cell count 2 µM 131 and IL1B NFkB pot cell count 2 µM 131.
Cc1ccc(S(=O)(=O)NCC(=O)OCc2nnc(-c3ccccc3)o2)cc1C was read as MRP resist rev 25, IL1B NFkB pot -4, IL1B NFkB inh 4, Bcl-B displacement -15%, PLAP inhibitors HTS -32%, MRP resist rev cytotoxicity 101, MRP resist rev with doxorubicin 76, IL1B NFkB inh cell count 2 µM 58 and IL1B NFkB pot cell count 2 µM 58.
For CN(C)C(=O)COc1ccc2ccc(=O)oc2c1 the results were MRP resist rev 1, IL1B NFkB pot 11, IL1B NFkB inh -11, Bcl-B displacement -4%, PLAP inhibitors HTS 6%, MRP resist rev cytotoxicity 99, MRP resist rev with doxorubicin 98, IL1B NFkB inh cell count 2 µM 168 and IL1B NFkB pot cell count 2 µM 168.
